# Bioassay records as filed in PubChem BioAssay.
# KCNQ2 block – KCNQ2 potassium channel inhibitors, primary screen, cell-based, CHO-K1, FluxOR thallium flux, B-score (AID 2156) | O88943 | 20 min; hits give low values | B-score at 10 µM | actives 1.1% (n = 310,000);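 active = fluorescence ratio B-score at most minus 3 library SDs, with starting brightness B-score within 2 library SDs, cut at about -5.5 in these data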
# STK33 kinase inh – blocks human STK33 kinase activity. actives 0.073% (n = 320,000). inhibition, % at 10 µM. AID 2661. Q9BYT3. purified STK33, MBP phosphorylation, ADP-Glo luminescence;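 active = inhibition at or above 25%, using the most active replicate where run in duplicate; inactive = inhibition below 25%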
# Target sequence (Q9BYT3 whole entry, looked up): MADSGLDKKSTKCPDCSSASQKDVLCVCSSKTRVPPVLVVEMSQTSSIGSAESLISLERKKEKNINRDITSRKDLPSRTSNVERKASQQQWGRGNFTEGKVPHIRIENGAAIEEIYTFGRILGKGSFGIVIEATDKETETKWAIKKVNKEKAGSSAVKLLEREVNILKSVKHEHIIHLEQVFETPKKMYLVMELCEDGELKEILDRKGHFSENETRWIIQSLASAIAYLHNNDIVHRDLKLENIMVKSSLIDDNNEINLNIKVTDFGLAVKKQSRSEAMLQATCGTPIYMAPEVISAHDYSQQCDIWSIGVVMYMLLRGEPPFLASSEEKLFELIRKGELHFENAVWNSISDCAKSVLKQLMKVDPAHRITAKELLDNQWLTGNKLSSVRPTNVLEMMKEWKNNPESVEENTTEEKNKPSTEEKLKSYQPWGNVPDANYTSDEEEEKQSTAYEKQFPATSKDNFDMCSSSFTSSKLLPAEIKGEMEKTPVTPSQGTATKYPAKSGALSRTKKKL
# Kir21 inh – inhibitors of mouse Kir2.1 inward-rectifier potassium channel; P35561; HEK293-Kir2.1, FluxOR thallium flux fluorescence; hits give low values; B-score at 10 µM; actives 0.85% (n = 310,000); AID 1672;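 active = fluorescence ratio B-score at or below minus 3 SD of library scores, with starting-brightness B-score within 2 SD, cut at about -4.2 in these data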;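 also: channel flux triggered by added potassium and thallium sulfate stimulus; B-score of peak minus minimum fluorescence over baseline after thallium stimulus; more negative B-score means stronger Kir2.1 block with less thallium influx; some compounds called inactive have numbers as strong as hits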
# Target sequence (P35561 whole entry, looked up): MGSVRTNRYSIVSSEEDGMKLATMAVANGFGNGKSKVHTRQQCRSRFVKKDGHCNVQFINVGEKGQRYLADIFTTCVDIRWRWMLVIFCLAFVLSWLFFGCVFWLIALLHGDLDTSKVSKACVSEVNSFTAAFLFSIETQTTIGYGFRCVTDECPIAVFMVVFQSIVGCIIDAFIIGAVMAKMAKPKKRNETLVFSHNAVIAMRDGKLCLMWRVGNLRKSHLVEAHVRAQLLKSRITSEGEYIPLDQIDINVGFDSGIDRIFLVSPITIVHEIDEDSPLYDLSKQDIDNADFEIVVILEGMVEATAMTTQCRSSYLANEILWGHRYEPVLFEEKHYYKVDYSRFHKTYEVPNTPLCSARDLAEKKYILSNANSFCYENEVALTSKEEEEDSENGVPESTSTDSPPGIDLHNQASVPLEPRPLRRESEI
# * hit, by the source's call; i = inactive; nt = no result given.
# The first five compounds, ahead of the listing:
SMILES,KCNQ2 block,STK33 kinase inh,Kir21 inh
C[C@@H](C(=O)NC1CCCCC1)N1C(=O)N2CCc3c([nH]c4ccccc34)[C@@]2(C)C1=O,i,0.4,-0.55
Cc1n[nH]c(C)c1S(=O)(=O)N1CCCC(C(=O)N2CCc3ccccc32)C1 (configuration not stated),i,0.6,1.2
COc1ccc(-c2c(C)nn(-c3ccccc3)c2N)cc1,i,-0.5,1.3
NS(=O)(=O)c1ccc(CCNC(=O)CSc2nc3ccsc3c(=O)n2C2CC2)cc1,i,-0.6,1.7
O=C(Nc1ncccc1Cl)C1COc2ccccc2O1 (configuration not stated),i,0.3,0.2

# Results, repeating the preview:
SMILES,KCNQ2 block,STK33 kinase inh,Kir21 inh
C[C@@H](C(=O)NC1CCCCC1)N1C(=O)N2CCc3c([nH]c4ccccc34)[C@@]2(C)C1=O,i,0.4,-0.55
Cc1n[nH]c(C)c1S(=O)(=O)N1CCCC(C(=O)N2CCc3ccccc32)C1 (configuration not stated),i,0.6,1.2
COc1ccc(-c2c(C)nn(-c3ccccc3)c2N)cc1,i,-0.5,1.3
NS(=O)(=O)c1ccc(CCNC(=O)CSc2nc3ccsc3c(=O)n2C2CC2)cc1,i,-0.6,1.7
O=C(Nc1ncccc1Cl)C1COc2ccccc2O1 (configuration not stated),i,0.3,0.2
Cc1c(OCC(=O)N[C@@H](Cc2ccccc2)C(=O)O)ccc2c3c(c(=O)oc12)CCC3,i,-0.5,-0.95
C#CCOCCOCCOCCNc1nc(N2CCN(C(=O)[C@H]([C@@H](C)CC)n3cc([C@@H](N)Cc4ccc(O)cc4)nn3)CC2)nc(N2CCN(C(=O)[C@H](CCCCN)n3cc([C@@H](N)CO)nn3)CC2)n1,i,-0.8,-0.83
CC1(C)CC(NC(=O)c2ccncc2)CC(C)(C)N1O,i,-0.3,-0.04
CN(Cc1ccccc1)C(=O)COC(=O)c1cc([N+](=O)[O-])ccc1N1CCOCC1,i,-2.9,-0.42
CCC(C)n1c(OC)nc2c1c(=O)n(C)c(=O)n2C (configuration not stated),i,0.1,-1.1
CCc1nc(SCC(=O)N2CCCCC2)c2c(=O)n(C)c(=O)n(C)c2n1,i,0.1,0.32
O=C(N=Nc1c(O)[nH]c2ccc([N+](=O)[O-])cc12)c1ccccc1[N+](=O)[O-],i,2.4,0.25
O=C(Cc1ccccc1[N+](=O)[O-])Nc1ccc2c(c1)OCO2,i,2.7,0.1
CC(C)(C)n1nnnc1CN(Cc1ccco1)Cc1cc2cc3c(cc2[nH]c1=O)OCO3,i,5.5,-0.58
COc1ccccc1NC(=O)c1cc(S(=O)(=O)N2CCCC2)cn1C,i,0.3,0.01
CCOc1ccc(N(CC(=O)NCCC2=CCCCC2)S(=O)(=O)c2ccccc2)cc1,i,-0.6,0.9
CCOc1ccc(CNC(=O)CN2C(=O)C(c3ccccc3)Oc3cccnc32)cc1 (configuration not stated),i,0.0,0.98
O=C(O)c1cc(Cl)c(Cl)cc1C(=O)Nc1cccc2cccnc12,i,0.7,0.28
Cn1c(=O)c(C(=O)NNC(=O)c2ccccc2Br)c(O)c2ccccc21,i,-0.6,-1.4
Cc1ccc(OC(C)C(=O)Nc2ccncc2)cc1C (configuration not stated),i,-6.6,1.1
Cc1ccc(C(=O)NC(C#N)=C(Cl)Cl)cc1,i,nt,0.08
O=C(CN1C(=O)c2ccccc2C1=O)NCc1ccncc1,i,-0.8,0.12
CCC(C)n1c(SCc2ccc([N+](=O)[O-])cc2)nc2ccsc2c1=O (configuration not stated),i,nt,-2.4
CCN(Cc1nc(-c2ccc(C)cc2)no1)C(=O)c1ccco1,i,-0.8,-0.96
O=[N+]([O-])c1ccc(C[n+]2cc(-c3ccccc3)n3c2CCCCC3)cc1,i,-1.7,-1.2
OCCC1CN(Cc2cn[nH]c2C2CCCCC2)CCN1C1CCCC1 (configuration not stated),i,0.8,0.81
CN(Cc1ccccc1)C(NC(=O)c1ccco1)C(Cl)(Cl)Cl (configuration not stated),i,-1.2,2.3
Cn1c(N)nc2nc(CCc3ccccc3)c(=O)[nH]c2c1=O,i,-1.1,0.01
CCOC(=O)C1(Cc2ccccc2)CCCN(Cc2cccc(C(C)=O)c2)C1 (configuration not stated),-6*,-0.5,-1.1
CCCCn1c(CNC(=O)C(C)(C)C)nc2ccccc21,i,-0.1,-0.02
COc1ccc(N2CCN(C(CNC(C)=O)c3ccco3)CC2)cc1 (configuration not stated),i,-1.0,1.1
COc1ccc(C2/C(=C(/O)c3ccc(C)cc3)C(=O)C(=O)N2C)c(OC)c1 (configuration not stated),i,-1.5,-0.56
CN1CCN(C(=O)c2cc(Cl)ccc2Cl)CC1,i,-1.3,2.1
Cc1ccc(C)c2c1sc(=NC(=O)CN1C(=O)CCC1=O)n2C,i,-0.3,1.8
C=CCNC(=O)c1cc2c(C(F)(F)F)nn(C)c2s1,i,-1.7,2.4
O=C(c1ccc2c(c1)OCO2)N(Cc1ccco1)C1(C(=O)NC2CCCCC2)CCCCC1,-7.3*,0.6,0.34

# Molecules from the list above with two or more sulfur atoms (2):
SMILES,KCNQ2 block,STK33 kinase inh,Kir21 inh
NS(=O)(=O)c1ccc(CCNC(=O)CSc2nc3ccsc3c(=O)n2C2CC2)cc1,i,-0.6,1.7
CCC(C)n1c(SCc2ccc([N+](=O)[O-])cc2)nc2ccsc2c1=O (configuration not stated),i,nt,-2.4

# Further records follow.
SMILES,KCNQ2 block,STK33 kinase inh,Kir21 inh
CCCC(=O)N1CCN(c2nc(CC(C)C)c3c(c2C#N)CCC3)CC1,i,-1.0,-0.36
CNC(=S)SCCOc1ccc(C)cc1,i,0.1,-0.42
COc1ccc2c(c1OC)C(=O)OC2Nc1ccc(S(=O)(=O)N=C(N)N)cc1 (configuration not stated),i,0.5,0.02
CN1CCC(N(C)C(=O)NC2CCCCC2)CC1,i,0.2,-0.5
COc1ccc(N2CCN(C(=O)C34CCC(C)(C(=O)C3)C4(C)C)CC2)cc1 (configuration not stated),i,0.4,-2.1
CCN(CC(=O)Nc1c(F)cccc1F)C(=O)c1ccc(C(=O)c2ccccc2)cc1,i,4.2,0.67
COc1ccc(C)cc1NC1=C(Cl)C(=O)N(C2CCCCC2)C1=O,i,-4.3,0.43
C=CSc1sc(Cl)c(N(C)C)c1[N+](=O)[O-],i,-0.4,0.91
C=CCn1c(SCC(=O)Nc2ccccc2F)nnc1C(C)NC(=O)c1ccccc1F (configuration not stated),i,0.2,0.02
Cn1cc(CN2CCN(CCc3ccccc3)C(CCO)C2)cn1 (configuration not stated),i,-0.4,0.05
CC(=O)N1CCc2cc(S(=O)(=O)CCC(=O)Nc3cc(C)cc(C)c3)ccc21,i,-0.2,2
O=C(Nc1nc2ccc(S(=O)(=O)N3CCCCC3)cc2s1)c1cccnc1,i,1.8,0.03
CS(=O)(=O)N(Cc1ccccc1)c1ccc(C(=O)N2CCc3ccccc3C2)cc1,i,-1.0,0.46
CCOC(=O)C1(CCOC)CCN(Cc2ccc(C3CCCCO3)s2)CC1 (configuration not stated),i,0.7,0.82
CCOC(=O)c1c(NC(=O)COC(=O)Cn2c(C)nc3ccccc32)sc2c1CCCC2,i,0.0,0.13
Cc1cc(SCc2ccc(C(F)(F)F)cc2)nc(=O)[nH]1,i,-1.0,1.7
CCOC(=O)c1c(N)sc(C(=O)N(C)C)c1C,i,-0.6,0.01
CCOc1ncccc1C(=O)N1CCCSC1=Nc1ccccc1OC,i,-0.3,-0.09
O=C(C1CCCN1S(=O)(=O)c1ccc(Cl)cc1)N1CCOCC1 (configuration not stated),i,-1.5,0.14
COc1cccc(CN2CCSCC2)c1,i,1.0,-0.88
CCCn1c(N)c(CC)c(=O)[nH]c1=O,i,-1.6,-1.2
Cc1cccn2c(CN3CCSCC3)c(C(=O)N3CCOCC3)nc12,i,0.7,0.04
N=C(N)SCP(=O)(c1ccccc1)c1ccccc1,i,-0.6,2.4
Cc1nn(-c2ccccc2)c2nc(=O)n(-c3ccccc3)cc12,i,-2.3,2.2

# Brought forward from above: 3 entries, followed by the next part.
SMILES,KCNQ2 block,STK33 kinase inh,Kir21 inh
Cc1cccn2c(CN3CCSCC3)c(C(=O)N3CCOCC3)nc12,i,0.7,0.04
N=C(N)SCP(=O)(c1ccccc1)c1ccccc1,i,-0.6,2.4
Cc1nn(-c2ccccc2)c2nc(=O)n(-c3ccccc3)cc12,i,-2.3,2.2
C=CCn1c(C(C)NC(=O)c2cccc(C)c2)n[nH]c1=S (configuration not stated),i,-1.0,-0.16
CCCOc1ccc(C(=O)CCCC(=O)c2ccc(OCCC)cc2)cc1,i,-0.6,0.04
CC1CC2C3CCC4=CC(=O)C=CC4(C)[C@@]3(Cl)C(O)CC2(C)C1(O)C(=O)CO (some centres not stated),i,-1.5,-1.1
C=CCOc1ccc(CNC(C)(C)CO)cc1OC,i,0.4,0.34
CCOc1ccc(C(=O)c2cc3ccc(O)cc3oc2=O)cc1,i,0.2,0.01
CC(C)NC(=O)/C(=C/c1cn(-c2ccccc2)nc1-c1cccc([N+](=O)[O-])c1)NC(=O)c1ccccc1,i,-0.3,0.47
CC(C)CC(NS(=O)(=O)c1ccc2[nH]c(=O)c(=O)[nH]c2c1)C(=O)O (configuration not stated),i,-0.3,-0.33
CCC(C)c1ccccc1N1CC(C(=O)Nc2cccc(S(=O)(=O)N3CCOCC3)c2)CC1=O (configuration not stated),i,-1.3,-0.61
O=C1NCCCN1Cc1ccc(F)cc1,i,-0.5,0.41
Cc1cccc(NC(=O)Cc2cccs2)n1,i,-1.9,-0.62
CCN(CC)C(=O)c1[nH]cnc1C(=O)N[C@@H](CC(C)C)C(=O)OCc1ccccc1,i,0.2,0.25
CC(/C=N/n1c(-c2cc(C)[nH]n2)n[nH]c1=S)=C\c1ccco1,i,-0.3,0.07
Cc1nn(C(=O)c2cccnc2)c(C)c1Sc1ccccc1,i,-0.3,-0.36
COc1ccc(CCC(C)N(C)Cc2ccccc2)cc1 (configuration not stated),i,-0.3,-0.91
O=C(c1cccs1)c1coc2ccc(O)c(CN(CCO)CCO)c12,i,-4.8,-0.4
COC(=O)c1ccccc1NC(=O)C1CCCN(c2nnc(-n3cccc3)s2)C1 (configuration not stated),i,-2.1,1.6
O=C(Cc1ccccc1)Nc1ccc(Cl)cn1,i,0.2,0.16
CCOc1ccc(NC(=O)Cn2cc(C(=O)CC)c3ccccc32)cc1,i,1.6,-0.13
N#CC[C@H](Cc1ccccc1)N1CCN(CCc2ccccc2)CCC1=O,i,-1.1,-0.57
O=C(O)C1CCN(C(=O)CSc2nc3ccccc3s2)CC1,i,1.7,-0.96
CC(C)OCCCn1c(=O)c2ccccc2n2c(CCC(=O)O)nnc12,i,-0.3,-0.21
COc1ccccc1Nc1ncc(C(=O)Nc2ccc(OC)c(OC)c2)c2ccccc12,i,-2.7,1
Cc1ccc(NC(=O)c2cnn(-c3ccccc3)c2NC(=O)c2ccco2)cc1,i,-0.9,-0.06
CC(=O)Nc1ccc(S(=O)(=O)Nc2ccc3c(c2)OCCO3)cc1Cl,i,-1.5,-0.03
COC(=O)CCC(=O)Nc1ccc(S(=O)(=O)N2CCc3ccccc32)cc1,i,-0.3,0.34
COc1cc(C(=O)c2c(C)c(CCC#N)n3ccccc23)cc(OC)c1OC,i,-1.9,0.72
COc1ccc2nc(SCc3cccc(C)c3)nc(C)c2c1,i,nt,-0.51
CCOc1ccc(N2CC(C(=O)Oc3ccccc3)CC2=O)cc1 (configuration not stated),i,0.6,-1.1
CCN(CC)S(=O)(=O)c1ccc(NC(=S)NC(=O)C2CCC2)cc1,i,nt,1.1
CCOC(=O)c1cnc(SC)nc1Oc1cccc(NS(=O)(=O)c2ccc(C)cc2)c1,i,-0.3,-0.29
CCn1nc(C)cc1C(=O)N1CCCC(N(C)CCc2ccc(OC)c(OC)c2)C1 (configuration not stated),i,2.2,-0.24
Cc1ccc(S(=O)(=O)Cc2ccc(C(=O)N3CCC(C)CC3)cc2)cc1,i,-2.0,0.86
Cc1cccc(/N=C/c2c(O)[nH]c3ccccc23)n1,i,-0.5,1.5
CCOc1ccccc1NC(=O)Nc1cc(OC)ccc1OC,i,0.2,0.38
CCN1CCC2(CC1)N=C(c1ccc(F)cc1)C(=S)N2C(=O)c1ccc(C(C)(C)C)cc1,i,3.6,-2.1
COc1ccccc1NC(=O)C1C2C=CC(O2)C1C(=O)O (configuration not stated),i,-3.6,0.36
Brc1ccc(-c2cn3c(n2)SCC3)cc1,i,-4.0,0.15
Cc1ccc(S(=O)(=O)NNC(=O)C2COc3ccccc3O2)cc1 (configuration not stated),i,-2.4,1
COCCn1c(C)cc(C(=O)COC(=O)c2ccc(Br)o2)c1C,i,1.1,0.25
O=C(Cn1c(=O)oc2ccccc21)Nc1ccccc1N1CCOCC1,i,-1.4,-1.6
Cn1nc(C(F)(F)F)c(-c2ccccc2)c1N,i,-1.6,-0.48
COc1ccccc1CCC(=O)OCC(=O)Nc1ccc(S(N)(=O)=O)cc1,i,0.1,-1.2
COc1ccc(N2CC(NC(=O)c3ccc4ccccc4c3)CC2=O)cc1OC (configuration not stated),i,-0.5,-0.12
CC1(C)C2CC[C@]3(C)C(CC=C4[C@@H]5C[C@](C)(CO)CC[C@]5(C(=O)O)CC[C@]43C)[C@@]2(C)CC[C@@H]1O (some centres not stated),i,0.2,1.8
Cc1cccc(Oc2ncnc3onc(C)c23)c1,i,0.6,1.1
O=C(O)c1ccc(Cn2c(=S)[nH]c3cc(Cl)ccc3c2=O)cc1,i,-1.4,0.02
COC(=O)c1c(NC(=O)COC(=O)CCNS(=O)(=O)c2ccccc2)sc(C)c1C,i,0.1,0.16

# Compounds as they come, and some 1.9% of all compounds hit somewhere here.
